# T cruzi growth – T. cruzi proliferation inhibition | AID 624255 | actives 5.9% (n = 77,000) | inhibition, % at 8.34 µM | T. cruzi beta-gal in NIH3T3, GalScreen luminescence, 90 h;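 active = mean inhibition above about 93%, with at least 55% of replicates each passing it, limit read from the data, passing the limit was not always enough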
# C diff growth – C. difficile growth inhibition; growth activity, negative = inhibition, % at 16 µg/mL (by protocol); Clostridium difficile clinical isolate growth, OD600, 24 h; active compounds read low; AID 1259249; actives 0.25% (n = 86,000);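 active = mean growth activity at or below -80% and every replicate also at or below -80%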;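 also: 0% = DMSO wells and -100% = levofloxacin 16 µg/mL wells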
# KDM4C inh – blocks human GASC-1 (KDM4C) demethylase activity; GST-KDM4C 2-372, H3K9me3 peptide, LANCE TR-FRET; inhibition, % at 12.5 µM; actives 0.15% (n = 96,000);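 active = mean replicate inhibition above about 25%, with at least 55% of replicates also reaching it, limit read from the data, passing the limit was not always enough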
# Target sequence (Q9H3R0 2-372 limits assumed): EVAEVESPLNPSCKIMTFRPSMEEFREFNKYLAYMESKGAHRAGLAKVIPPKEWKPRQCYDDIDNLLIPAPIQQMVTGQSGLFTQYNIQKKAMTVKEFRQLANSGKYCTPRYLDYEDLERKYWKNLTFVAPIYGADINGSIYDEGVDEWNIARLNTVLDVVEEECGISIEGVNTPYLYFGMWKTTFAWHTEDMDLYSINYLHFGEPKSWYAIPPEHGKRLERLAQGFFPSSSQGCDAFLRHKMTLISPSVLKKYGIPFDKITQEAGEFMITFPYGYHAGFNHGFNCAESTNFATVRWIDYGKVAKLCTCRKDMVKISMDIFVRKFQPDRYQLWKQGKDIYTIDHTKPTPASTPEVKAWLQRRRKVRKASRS
#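 Material: N-terminal GST-fused human GASC-1 (KDM4C) fragment, residues 2-372. Input: 10 nM enzyme. Incubation: enzyme reaction 30 min, then detection 60 min, both room temperature. Doses: one test concentration per compound. Read-out basis: inhibition from TR-FRET ratio decrease. Detection: LANCE TR-FRET, excitation 340 nm, emissions 618 and 671 nm.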
# Pf Dd2 growth – blocks growth of Plasmodium falciparum Dd2 parasites; activity change, % at 10 µM; actives 2.3% (n = 94,000); P. falciparum Dd2 growth, SYBR Green, 72 h; active compounds read low; AID 1159554; in the data active = activity change below about -80%
# * marks the source's active call; other numbers are inactive results; . = no result given.
nr	Molecule	T cruzi growth	C diff growth	KDM4C inh	Pf Dd2 growth
1	O=C(C[C@@H]1CC[C@H]2[C@@H](COC[C@H](O)CN2CCc2ccccc2)O1)NCc1ccc(Oc2ccccc2)cc1	64	.	-4.0	3
2	C[C@@H]1CN([C@H](C)CO)C(=O)c2cccc(NC(=O)C3CCOCC3)c2O[C@H]1CN(C)Cc1ccc2c(c1)OCO2	5	5	-0.3	11
3	CCNC(=O)Nc1ccc2c(c1)C(=O)N(C)[C@H]1CC[C@H](CC(=O)NCCOC)O[C@H]1CO2	-4	-7	-0.9	7
4	CN(C)C(=O)c1ccc(-c2ccc([C@@H]3[C@@H](C#N)N(C(=O)C4CC4)[C@H]3CO)cc2)cc1	104*	-19	-1.6	-31
5	COc1ccc(-c2ccc([C@@H]3[C@H](CO)N4C(=O)CNC[C@@H]34)cc2)cc1	.	4	0.5	-50
6	C[C@H]1CCCCO[C@H](CN(C)Cc2ccncc2)[C@@H](C)CN([C@@H](C)CO)C(=O)c2cc(NC(=O)Cc3ccccc3)ccc2O1	81	-3	0.2	-3
7	C[C@@H]1CN([C@H](C)CO)C(=O)c2cc(NC(=O)C3CCCCC3)ccc2O[C@@H]1CN(C)Cc1ccncc1	-14	-2	0.2	19
8	Cc1ccccc1S(=O)(=O)N(C)C[C@H]1OCc2cnnn2CCCC(=O)N([C@H](C)CO)C[C@H]1C	-14	-1	0.6	-3
9	CCC(=O)N(C)C[C@@H]1Oc2cc(C#CC(C)C)ccc2S(=O)(=O)N([C@@H](C)CO)C[C@@H]1C	54	-8	-1.9	-36
10	CNC[C@H]1OCCCC[C@@H](C)Oc2ccc(NS(=O)(=O)c3ccc(OC)cc3)cc2C(=O)N([C@@H](C)CO)C[C@H]1C	18	-3	0.0	-28
11	COc1ccccc1-c1ccc([C@@H]2[C@@H](CO)N(C(=O)C3CCC3)[C@H]2C#N)cc1	33	8	-0.3	-16
12	COCC(=O)N(C)C[C@H]1Oc2cc(-c3ccc(OC)cc3)ccc2S(=O)(=O)N([C@H](C)CO)C[C@@H]1C	-5	-7	-1.3	5
13	C[C@H](CO)N1C[C@H](C)[C@@H](CN(C)C)Oc2ncc(C#CC3CC3)cc2C1=O	1	0	12	35
14	C[C@@H]1CCCCO[C@@H](CN(C)S(C)(=O)=O)[C@H](C)CN([C@@H](C)CO)C(=O)c2cc(NC(=O)c3ccncc3)ccc2O1	31	.	1.8	27
15	COCC(=O)N1CC2(CCN(Cc3ccccc3Cl)CC2)c2c([nH]c3cc(OC)ccc23)[C@H]1CO	.	5	0.0	-22
16	Cc1noc(C)c1NC(=O)N(C)C[C@H]1Oc2ccc(NC(=O)Nc3ccc(F)cc3)cc2CC(=O)N([C@@H](C)CO)C[C@@H]1C	-14	-2	0.3	26
17	CO[C@@H]1CN(C)C(=O)c2cc(NS(=O)(=O)c3ccc(C)cc3)ccc2OC[C@H](C)N(C)C[C@@H]1C	3	-3	-0.2	6
18	C[C@H]1CN([C@@H](C)CO)S(=O)(=O)c2ccc(-c3ccncc3)cc2O[C@@H]1CN(C)C(=O)c1cccc(F)c1	114*	7	-0.4	-59
19	O=C(Nc1ccc(F)cc1)N1CC(=O)N2[C@@H](CO)[C@H](c3ccc(C#Cc4ccc(F)cc4)cc3)[C@@H]2C1	.	-3	-2.7	-7
20	C[C@@H]1CN([C@H](C)CO)C(=O)c2cc(NC(=O)Nc3ccc(C(F)(F)F)cc3)ccc2O[C@@H]1CN(C)Cc1ccncc1	.	-6	0.0	4
21	CN1C(=O)c2cc(NC(=O)c3ccc(F)cc3)ccc2OC[C@H]2O[C@H](CC(=O)NCC3CCCCC3)CC[C@@H]21	6	1	1.3	-4
22	C[C@@H]1CN([C@H](C)CO)C(=O)Cc2cc(NS(=O)(=O)c3cccs3)ccc2O[C@H]1CN(C)CC1CCCCC1	13	-6	4.3	-7
23	O=C(Nc1ccc(F)cc1)N1C[C@H]2[C@@H](c3ccccc31)[C@H](CO)N2C(=O)Cc1cccnc1	-22	-1	-0.9	8
24	C/C=C/c1cnc2c(c1)C(=O)N([C@@H](C)CO)C[C@H](C)[C@H](CN(C)S(=O)(=O)c1ccc(C)cc1)O2	45	0	-2.8	-2

# One compound at a time (already shown). Values in the order: T cruzi growth, C diff growth, KDM4C inh, Pf Dd2 growth
# C[C@@H]1CN([C@H](C)CO)C(=O)c2cc(NC(=O)Nc3ccc(C(F)(F)F)cc3)ccc2O[C@@H]1CN(C)Cc1ccncc1 reads ., -6, 0.0, 4
# CN1C(=O)c2cc(NC(=O)c3ccc(F)cc3)ccc2OC[C@H]2O[C@H](CC(=O)NCC3CCCCC3)CC[C@@H]21 reads 6, 1, 1.3, -4

# (next part)
nr	Molecule	T cruzi growth	C diff growth	KDM4C inh	Pf Dd2 growth
25	C[C@@H]1CN([C@@H](C)CO)S(=O)(=O)c2ccc(C3=CCCCC3)cc2O[C@H]1CN(C)C(=O)C1CC1	57	-8	0.0	-36
26	C[C@@H]1CN([C@H](C)CO)C(=O)c2cccc(NS(=O)(=O)c3cn(C)cn3)c2O[C@@H]1CN(C)CC1CCCCC1	25	0	9.7	-5
27	COc1ccc(CN(C)C[C@@H]2OCCCC[C@H](C)Oc3ccc(NS(=O)(=O)c4ccccc4)cc3C(=O)N([C@@H](C)CO)C[C@@H]2C)cc1	-89	1	0.9	-72
28	C[C@@H]1CN([C@@H](C)CO)C(=O)c2cc(NC(=O)CCCN(C)C)ccc2O[C@@H](C)CCCCO[C@@H]1CN(C)Cc1ccncc1	-12	3	7.9	.
29	C[C@@H]1CN([C@@H](C)CO)C(=O)c2cc(NC(=O)Nc3ccc(F)cc3)ccc2O[C@@H]1CN(C)S(=O)(=O)c1ccc(Cl)cc1	73	0	1.5	12
30	COc1ccc(NC(=O)Nc2cccc3c2O[C@H](CN(C)Cc2ccc(-c4ccccc4)cc2)[C@H](C)CN([C@H](C)CO)C3=O)cc1	18	9	-2.9	-29
31	C[C@@H]1CN([C@@H](C)CO)C(=O)c2cc(NC(=O)c3ccccc3)ccc2O[C@@H](C)CCCCO[C@H]1CN(C)S(=O)(=O)c1cn(C)cn1	.	15	-1.3	-1
32	CCC(=O)Nc1ccc2c(c1)OC[C@@H](C)N(Cc1ccccc1)C[C@H](C)[C@@H](OC)CN(C)C2=O	2	2	4.1	-32
33	C/C=C/c1ccc([C@H]2[C@@H](CO)N(Cc3cccc(F)c3)C23CN(C(=O)CC)C3)cc1	.	-6	0.1	-75
34	O=C(c1ccc(F)cc1)N1C[C@H]2[C@@H](c3ccccc31)[C@@H](CO)N2C(=O)c1ccc(F)cc1	-12	6	-0.6	-43
35	C[C@@H]1CN([C@H](C)CO)C(=O)c2cc(NS(=O)(=O)c3cccs3)ccc2O[C@@H](C)CCCCO[C@@H]1CN(C)C(=O)Cc1ccccc1	50	10	-1.1	-75
36	C/C=C/c1ccc2c(c1)O[C@@H](CN(C)CC1CCOCC1)[C@@H](C)CN([C@H](C)CO)S2(=O)=O	.	.	-0.8	-35

# Another view of 15 compounds above.
# Results follow in this order: T cruzi growth | C diff growth | KDM4C inh | Pf Dd2 growth
22	C[C@@H]1CN([C@H](C)CO)C(=O)Cc2cc(NS(=O)(=O)c3cccs3)ccc2O[C@H]1CN(C)CC1CCCCC1
    13 | -6 | 4.3 | -7
23	O=C(Nc1ccc(F)cc1)N1C[C@H]2[C@@H](c3ccccc31)[C@H](CO)N2C(=O)Cc1cccnc1
    -22 | -1 | -0.9 | 8
24	C/C=C/c1cnc2c(c1)C(=O)N([C@@H](C)CO)C[C@H](C)[C@H](CN(C)S(=O)(=O)c1ccc(C)cc1)O2
    45 | 0 | -2.8 | -2
25	C[C@@H]1CN([C@@H](C)CO)S(=O)(=O)c2ccc(C3=CCCCC3)cc2O[C@H]1CN(C)C(=O)C1CC1
    57 | -8 | 0.0 | -36
26	C[C@@H]1CN([C@H](C)CO)C(=O)c2cccc(NS(=O)(=O)c3cn(C)cn3)c2O[C@@H]1CN(C)CC1CCCCC1
    25 | 0 | 9.7 | -5
27	COc1ccc(CN(C)C[C@@H]2OCCCC[C@H](C)Oc3ccc(NS(=O)(=O)c4ccccc4)cc3C(=O)N([C@@H](C)CO)C[C@@H]2C)cc1
    -89 | 1 | 0.9 | -72
28	C[C@@H]1CN([C@@H](C)CO)C(=O)c2cc(NC(=O)CCCN(C)C)ccc2O[C@@H](C)CCCCO[C@@H]1CN(C)Cc1ccncc1
    -12 | 3 | 7.9 | .
29	C[C@@H]1CN([C@@H](C)CO)C(=O)c2cc(NC(=O)Nc3ccc(F)cc3)ccc2O[C@@H]1CN(C)S(=O)(=O)c1ccc(Cl)cc1
    73 | 0 | 1.5 | 12
30	COc1ccc(NC(=O)Nc2cccc3c2O[C@H](CN(C)Cc2ccc(-c4ccccc4)cc2)[C@H](C)CN([C@H](C)CO)C3=O)cc1
    18 | 9 | -2.9 | -29
31	C[C@@H]1CN([C@@H](C)CO)C(=O)c2cc(NC(=O)c3ccccc3)ccc2O[C@@H](C)CCCCO[C@H]1CN(C)S(=O)(=O)c1cn(C)cn1
    . | 15 | -1.3 | -1
32	CCC(=O)Nc1ccc2c(c1)OC[C@@H](C)N(Cc1ccccc1)C[C@H](C)[C@@H](OC)CN(C)C2=O
    2 | 2 | 4.1 | -32
33	C/C=C/c1ccc([C@H]2[C@@H](CO)N(Cc3cccc(F)c3)C23CN(C(=O)CC)C3)cc1
    . | -6 | 0.1 | -75
34	O=C(c1ccc(F)cc1)N1C[C@H]2[C@@H](c3ccccc31)[C@@H](CO)N2C(=O)c1ccc(F)cc1
    -12 | 6 | -0.6 | -43
35	C[C@@H]1CN([C@H](C)CO)C(=O)c2cc(NS(=O)(=O)c3cccs3)ccc2O[C@@H](C)CCCCO[C@@H]1CN(C)C(=O)Cc1ccccc1
    50 | 10 | -1.1 | -75
36	C/C=C/c1ccc2c(c1)O[C@@H](CN(C)CC1CCOCC1)[C@@H](C)CN([C@H](C)CO)S2(=O)=O
    . | . | -0.8 | -35

# Carrying on.
nr	Molecule	T cruzi growth	C diff growth	KDM4C inh	Pf Dd2 growth
37	C[C@H](CO)N1C[C@H](C)[C@@H](CN(C)CC2CC2)OCCCC[C@H](C)Oc2ccc(NC(=O)NC3CCCCC3)cc2C1=O	.	-2	-1.0	-2
38	CN(C)CC(=O)Nc1ccc2c(c1)[C@@H]1C[C@@H](CC(=O)NCc3ccncc3)O[C@@H](CO)[C@@H]1O2	-27	0	0.8	9
39	C[C@H](CO)N1C[C@H](C)[C@@H](CN(C)Cc2ccc3c(c2)OCO3)Oc2c(NC(=O)c3ccc(-c4nccs4)cc3)cccc2C1=O	47	4	-1.4	-42
40	Cc1noc(C)c1NC(=O)N(C)C[C@H]1Oc2ccc(NC(=O)Nc3ccc(C(F)(F)F)cc3)cc2C(=O)N([C@H](C)CO)C[C@H]1C	-13	17	-0.2	-19
41	CCCN1[C@@H]2c3ccc(-c4ccccc4F)c(=O)n3C[C@@H]2[C@@H](CO)[C@@H]1C(=O)N1CCN(C)CC1	-56	-3	-0.2	.
42	CCNC(=O)C[C@@H]1CC[C@H](NS(=O)(=O)c2ccc(F)cc2)[C@@H](CO)O1	.	-2	-0.5	-1
43	CC(=O)N1[C@H](CO)[C@@H](c2ccccc2)[C@@H]1CN(C(=O)c1ccc(F)cc1)C(C)C	-20	10	-0.8	11
44	N#C[C@H]1[C@@H](c2ccccc2C2=CCCCC2)[C@H](CO)N1C(=O)Cc1ccncc1	.	-1	-1.2	-2
45	C[C@H]1CCCCO[C@H](CN(C)C(=O)C2CCCCC2)[C@@H](C)CN([C@@H](C)CO)C(=O)c2cc(NS(=O)(=O)c3ccc(F)cc3)ccc2O1	41	2	-0.1	-39
46	O=S(=O)(c1ccccc1F)N1CC[C@H]2[C@H](CO)Nc3ccc(C4=CCCCC4)cc3[C@H]21	-7	-2	-1.8	-59
47	C[C@H](CO)N1C[C@H](C)[C@@H](CN(C)C(=O)Nc2ccc(C(F)(F)F)cc2)Oc2ccc(NC(=O)Nc3cccc4ccccc34)cc2CC1=O	23	7	-1.5	-22
48	C[C@@H]1CN([C@@H](C)CO)C(=O)c2cc(/C=C/c3ccccc3)cnc2O[C@H]1CN(C)C(=O)CN(C)C	.	-2	-1.2	-67
49	CCC(=O)N1[C@H](CO)[C@@H]2c3ccccc3N(C(=O)c3ccc4c(c3)OCO4)C[C@@H]21	7	-3	-1.3	-22
50	C[C@@H]1CN([C@H](C)CO)C(=O)c2cc(NS(=O)(=O)c3cccs3)ccc2O[C@@H](C)CCCCO[C@H]1CN(C)CC1CC1	.	2	-0.6	-14

# From PubChem

# An unsorted share of the library, and some 7% of all compounds hit somewhere here.
